SENP1 FRET inh: SENP1 (human) catalytic domain inhibition; Q9P0U3; recombinant SENP1 catalytic domain, CyPet-SUMO1-YPet FRET cleavage; inhibition, % at 10 µM; hit rate 0.21% among 360,000;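 active = inhibition at least 30% at 10 µM, raw YFP signal under a set limit, fluorescence ratio 0.5 to 1.5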;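 also: 0% = enzyme with DMSO and 100% = no enzyme wells; some results filed as inactive read as strong as hits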
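System: Recombinant human SENP1 catalytic domain, His6-tagged | Incubation: Enzyme reaction for 50 min at room temperature, dark | Medium: Tris pH 8 with BME, BSA, NP40 and catalase | Also added: 25 nM SUMO1 FRET substrate | Compound: 10 µM single point, 0.5% DMSO | Measured by: FRET fluorescence in CFP and YFP emission channels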
MPTP inh: permeability transition pore inhibition; isolated mouse mitochondria, Ca2+ swelling absorbance, 30 min; inhibition, % at 10 µM; hit rate 1.4% among 360,000;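 active = inhibition of 50% or more, scaled per plate between neutral and stimulator controls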;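 also: 0% = DMSO wells given calcium and 100% = 1 mM EGTA wells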
PfGluPho inh: PfG6PD (Plasmodium falciparum) enzyme inhibition | PfGluPho enzyme, NADPH resazurin-diaphorase fluorescence | inhibition, % at 20 µM | hit rate 0.78% among 350,000 | AID 504690;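 active = inhibition reaching at least a set limit at 20 µM in the primary screen, cut at about 59% in these data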;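 also: 0% = DMSO wells with substrate and 100% = DMSO wells lacking glucose-6-phosphate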
ATG4B inh: ATG4B (human) cysteine protease inhibition; Q9Y4P1; ATG4B cleavage of LC3-PLA2, NBD-HPC fluorescence, 1 h; inhibition, % at 8.33 µM; hit rate 0.51% among 340,000; AID 504462; in the data active = inhibition above about 40%
Target sequence (Q9Y4P1 whole entry, looked up): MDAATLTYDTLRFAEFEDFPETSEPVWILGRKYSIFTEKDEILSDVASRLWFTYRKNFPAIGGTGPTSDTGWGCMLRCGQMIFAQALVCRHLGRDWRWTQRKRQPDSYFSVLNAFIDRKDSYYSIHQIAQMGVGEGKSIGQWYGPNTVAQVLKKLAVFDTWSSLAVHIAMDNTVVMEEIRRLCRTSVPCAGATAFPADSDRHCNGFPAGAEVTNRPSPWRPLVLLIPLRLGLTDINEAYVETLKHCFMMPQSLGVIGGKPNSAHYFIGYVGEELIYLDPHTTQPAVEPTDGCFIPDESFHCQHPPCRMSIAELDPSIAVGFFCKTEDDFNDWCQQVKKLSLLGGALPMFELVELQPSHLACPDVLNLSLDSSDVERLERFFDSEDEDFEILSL
hIAP act: human IAP activation; hit rate 0.16% among 330,000; purified human IAP, CDP-Star luminescence, 30 min; hits give high values; 1 = vehicle-only enzyme, 0 = enzyme-free background; activation factor at 10 µM; AID 2524; P09923;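 active = activation factor of the enzyme at least 2-fold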; also: the source names both 10 and 20 µM as test concentration; values of inactives mirror those of a sister screen read the other way
Target sequence (P09923 whole entry, looked up): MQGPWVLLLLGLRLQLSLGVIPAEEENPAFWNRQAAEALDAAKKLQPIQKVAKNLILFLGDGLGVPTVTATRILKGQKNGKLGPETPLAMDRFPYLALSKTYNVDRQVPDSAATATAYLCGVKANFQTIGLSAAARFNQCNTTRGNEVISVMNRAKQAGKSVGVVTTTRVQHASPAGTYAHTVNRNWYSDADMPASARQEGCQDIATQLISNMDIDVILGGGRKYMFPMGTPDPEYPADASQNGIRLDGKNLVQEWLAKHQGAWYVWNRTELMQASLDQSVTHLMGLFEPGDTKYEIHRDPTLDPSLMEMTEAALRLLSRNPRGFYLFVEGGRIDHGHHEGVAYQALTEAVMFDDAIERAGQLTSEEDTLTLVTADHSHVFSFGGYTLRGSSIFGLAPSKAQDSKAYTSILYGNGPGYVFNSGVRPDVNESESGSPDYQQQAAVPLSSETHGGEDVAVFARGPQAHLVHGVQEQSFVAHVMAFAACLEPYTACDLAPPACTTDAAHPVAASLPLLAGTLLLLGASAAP
GRIN3A LBD mod: NR3A (human) ligand-binding domain modulation; NR3A LBD differential scanning fluorimetry, Tm shift; 0% = protein alone, 100% = glycine-bound protein; Tm shift relative to glycine control, % at 25 µM; hit rate 2.5% among 340,000; AID 1259313;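 active = melting temperature shift of at least 10% of the positive control shift, at one fixed dose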
SENP6 block: SENP6 protease inhibition; Q9GZR1; AID 2599; inhibition, % at 10 µM; hit rate 1.8% among 330,000; Recombinant SENP6 catalytic domain, aminoluciferin luminescence;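 active = inhibition above about 50% at the single tested dose, limit read from the data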;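 also: plate controls were DMSO wells with enzyme for no effect and DMSO wells lacking enzyme for full effect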
SENP8 inh: blocks human SENP8 cleavage of Nedd8 substrate. inhibition, % at 20 µM. AID 602440. hit rate 0.64% among 360,000. recombinant SENP8, Nedd8 substrate fluorescence; in the data active = inhibition mostly above about 40%, no sharp cut-off; inactive = mostly below about 27%
* hit, by the source's call; i = inactive; . = no result given; & = joins results of further samples.

SENP1 FRET inh | MPTP inh | PfGluPho inh | ATG4B inh | hIAP act | GRIN3A LBD mod | SENP6 block | SENP8 inh | Structure
-1 | -0.9 | 1 | -7 | 0.96 | -3 | 0 | 19 | S=C(Nc1cccnc1)NC1CCCC1
-35 | -0.7 | 37 | -2 | . | -2 | . | -43 | Cn1c(N)c(N=Cc2ccccc2)c(=O)n(C)c1=O
1 | -0.5 | 14 | -3 | 0.97 | -1 | -15 | 5 | O=C(NCc1ccccc1)c1ccc(S(=O)(=O)NCc2ccco2)cc1
1 | 0.7 | -3 | -11 | 1 | -1 | 0 | 21 | CCOC(=O)CC1C(=O)NCCN1S(=O)(=O)c1ccccc1Cl (stereo not given)
2 | -0.3 | -1 | -5 | 0.89 | 0 | 16 | 4 | Cc1ccc(N(CC(=O)N2CCc3ccccc3C2)S(C)(=O)=O)cc1
1 | 1.0 | -4 | 18 | 0.9 | -1 | -14 | 10 | COC(=O)c1ccc(C(C(=O)NC2CCCCC2)N(CCc2ccccc2)C(=O)Cc2cccs2)cc1 (stereo not given)
0 | -2.4 | -2 | -7 | 1 | 8 | 4 | 12 | Cc1ccc(S(=O)(=O)Nc2ccc(C(=O)N3CCCC3)cc2)cc1
-1 | -0.8 | 1 | -11 | 0.94 | 0 | -10 | 7 | Cc1c(C)c(C)c(S(=O)(=O)NCCC(=O)N2CCN(Cc3ccc(C#N)cc3)CC2)c(C)c1C
2 | 12 | -31 | 69* | 0.97 | -8 | 15 | -49 | O=C(O)c1cccc2c(-c3ccccc3)c(-c3ccccc3)[nH]c12
1 | -1.2 | -14 | -8 | 1 | 4 | 5 | -3 | CN1CCN(CC(=O)Nc2c(C(=O)C3CC3)oc3ccccc23)CC1
1 | -5.8 | 121* | -4 | 1.1 | -2 | -2 | 16 | CN=c1nc(-c2ccccc2)n(-c2ccccc2)s1
0 | -0.1 | -7 | -1 | 0.9 | 1 | 8 | -23 | Cc1ccccc1-c1oc(C)c(C)[n+]1[O-]
-29&-56 | -0.4&2.6 | 20&13 | 36&-14 | 0.93&1.1 | -4&3 | 95* | i | COc1cc2c(C#N)c(N3CCCC3)nc(N)c2c(N)n1
2 | -0.6 | -2 | 5 | 1.1 | 0 | 1 | 13 | CN(C)S(=O)(=O)c1ccc(NC(=S)NC(=O)Cc2ccccc2)cc1
3 | 0.4 | -18 | -8 | 1 | 0 | -7 | 3 | CCn1c(C)c(C(C)=O)c(SC)nc1=S
5 | -1.7 | 1 | -43 | 0.96 | 3 | -2 | -3 | O=C(COC(=O)/C=C/c1ccc([N+](=O)[O-])cc1)NCc1cccs1
-3 | 0.0 | 7 | 6 | 0.97 | 2 | 0 | -5 | COc1cc(OC)cc(-c2cc(NC(C)=O)n[nH]2)c1
3 | 0.5 | -4 | -7 | 0.91 | 1 | 15 | 16 | Cc1cc([N+](=O)[O-])ccc1NC(=O)C1CCCO1 (stereo not given)
2 | -1.2 | 5 | . | . | . | . | 8 | C[C@@H]1CN([C@@H](C)CO)S(=O)(=O)c2ccc(Br)cc2O[C@H]1CN(C)C(=O)Nc1ccc2c(c1)OCO2
-2 | 4.4 | -13 | -4 | 1.4 | 3 | -11 | -32 | CCCSc1nc(N2CCOCC2)c2c(c1C#N)CC(C)(C)SC2
-23 | -10 | -16 | -4 | 0.97 | 0 | -1 | -348 | C=CCNC(=O)C(C#N)c1nc2ccccc2nc1N1CCN(Cc2ccccc2)CC1 (stereo not given)
-6 | -3.8 | 24 | -14 | 1.1 | 0 | 4 | 16 | COCc1cc(CN2CCCC2)c(O)c2ncccc12
-2 | 3.5 | -1 | 6 | 1 | -2 | -4 | 10 | Cn1c(=O)c2c(nc(CN3CCC(C(N)=O)CC3)n2CCc2ccccc2)n(C)c1=O
2 | 0.3 | 10 | -9 | 0.95 | 0 | 3 | 7 | Cc1ccc(Sc2ncccc2C(=O)O)cc1C
-1 | 18 | 25 | 4 | 0.96 | 21* | -15 | -4 | CSc1ccccc1NC(=O)C(=O)c1c[nH]c2ccccc12
-3 | 0.9 | 14 | 4 | . | -1 | . | 0 | c1ccc(CN2CCOCC2)nc1
-8 | -0.7 | 2 | -10 | 1.1 | 1 | 4 | 5 | COc1cc(CCCN[C@H](CN)Cc2ccccc2)cc(OC)c1OC
2 | -0.4 | -19 | -1 | 0.99 | -2 | -21 | 0 | CC(C)N(CCO)C(=O)C(c1ccccc1)c1ccccc1
1 | -0.1 | -4 | 9 | 1.2 | 1 | -16 | -1 | CCC(Oc1ccccc1)C(=O)N(C)CC(=O)N(CC(C)C)c1c(N)n(CC(C)C)c(=O)[nH]c1=O (stereo not given)
4 | -1.7 | 6 | -17 | 0.86 | 0 | -9 | 14 | Cc1ccc(CN2CC(C(=O)N3CCN(S(=O)(=O)c4ccc(C)cc4C)CC3)CC2=O)cc1 (stereo not given)
4 | 0.4 | 14 | -3 | 0.95 | -3 | 7 | 9 | Cc1cc(C)n(-c2ccc(C(=O)OCC(=O)Nc3ccc(Cl)c(S(=O)(=O)N(C)C)c3)cc2)n1
0 | 0.5 | 18 | -2 | 1.2 | 1 | -5 | -322 | Cn1c(=O)oc2cc(S(=O)(=O)Nc3ccc4c(c3)OCO4)ccc21
2 | -1.0 | -3 | -3 | 1 | -2 | -1 | 16 | CCN1CCN(C(=S)Nc2ccc(Cl)cc2Cl)CC1
3 | 1.0 | -8 | 5 | 0.94 | 0 | -8 | 15 | Cc1nnc2ccc(N3CCCCC3)nn12
0 | 0.4 | 6 | 5 | 1.1 | 1 | 2 | 12 | CC(=O)N1c2ccccc2[C@@H](C)[C@@H]1C
1 | 9.1 | -13 | -4 | 1 | 4 | 69* | -3 | O=C(Nc1ccc(C(=O)N2CCOCC2)cc1)Nc1cccc(Cl)c1
3 | -0.8 | -10 | 0 | 0.91 | 1 | -5 | 8 | CN(C(=O)CO/N=C/c1ccc(OC(F)F)cc1)C1CCS(=O)(=O)C1 (stereo not given)
2 | 3.0 | -9 | -4 | 0.85 | -4 | -8 | 13 | CCOc1ccccc1NC(=O)CSc1nc2cccnc2n1C
4 | 2.2 | 13 | -2 | . | 1 | . | 17 | O=C(Nc1ccccc1Cl)O/N=C/c1ccc(F)cc1
-10 | -1.2 | -19 | -5 | 1.1 | -2 | -35 | -16 | CS(=O)(=O)c1ccc2nc(NC(=O)CN3C(=O)C4CC=CCC4C3=O)sc2c1 (stereo not given)
3 | 1.1 | -25 | -4 | . | 17* | . | 17 | O=C(/C=C/c1ccc([N+](=O)[O-])cc1)Nc1cccc(C(=O)Nc2ccccc2C(=O)O)c1
2 | -0.1 | -10 | 2 | 0.94 | -1 | 5 | 10 | CCN(CC)C(=O)C1=C(C)NC(=O)NC1c1c(F)cccc1Cl (stereo not given)
-28 | -0.9 | 4 | 14 | 0.95 | -2 | 93* | -161 | COc1ccc(/C=N/Nc2nccnc2Cl)c(OC)c1
-3 | -6.9 | -15 | 6 | 1.2 | 0 | -6 | -2 | N#C/C(=C\c1ccc(F)c(Cl)c1)S(=O)(=O)c1ccccn1
0 | -1.0 | 18 | 1 | 0.93 | 1 | -11 | 16 | CN1CCN(S(=O)(=O)c2ccccc2)CC1
0 | 0.5 | -3 | 1 | 0.89 | -1 | -7 | 1 | CCc1nnc(NC(=O)C2CCCO2)s1 (stereo not given)
-1 | -1.1 | -3 | 7 | 0.84 | 1 | 25 | 7 | O=c1[nH]c(/C=C\c2ccc(O)cc2)nc(O)c1[N+](=O)[O-]
1 | 2.3 | -14 | -2 | . | -1 | . | -23 | COC(=O)C1=NN(C(=O)c2ccc(Br)cc2)C(O)(C(C)(C)C)C1 (stereo not given)
1 | 1.4 | 12 | 3 | 0.93 | -1 | -1 | 13 | N#CCCn1cc(C(=O)Nc2ccc(C(=O)O)cc2)c(-c2cc3ccccc3o2)n1
5 | -2.3 | 5 | -2 | 1 | -1 | 13 | 11 | CC(C)S(=O)(=O)c1ccc(C(=O)Nc2ccc(F)cc2F)cn1

Next section
SENP1 FRET inh | MPTP inh | PfGluPho inh | ATG4B inh | hIAP act | GRIN3A LBD mod | SENP6 block | SENP8 inh | Structure
3 | 5.3 | -5 | 28 | 1 | 1 | 13 | 9 | Cc1cccc(CSc2nc3sc(C)c(C)c3c(=O)n2Cc2ccco2)c1
1 | 0.9 | -14 | -8 | 1.1 | 2 | -13 | 3 | CCN(CC(=O)NC(C)C)C(=O)C(CCSC)NC(=O)c1ccccc1OC (stereo not given)
1 | 2.6 | 2 | . | . | . | . | 10 | Cc1ccccc1N1Cc2ccccc2C1=O
2 | -0.1 | -16 | 1 | 1.2 | -1 | -10 | -6 | CCc1ccc(-n2c(O)cnc2Nc2nc(C)cc(C)n2)cc1
-4 | 0.4 | 1 | -16 | . | 3 | . | -1 | COc1ccc(C(CNC(=O)c2cccc(S(=O)(=O)Nc3ccc(F)cc3)c2)N2CCCCC2)cc1 (stereo not given)
1 | -0.4 | 7 | -11 | 1.1 | 3 | -27 | 6 | COC(=O)c1ccc(C(=O)OC)c(NC(=O)CN(c2ccc3c(c2)OCO3)S(C)(=O)=O)c1
-2 | -0.5 | 8 | -3 | 1.1 | -1 | 1 | -6 | Cc1ccc(S(=O)(=O)N2CC(C(=O)O)=CC[C@H]2c2ccc3c(c2)OCO3)cc1
-2 | -1.6 | -8 | -2 | 1.1 | 1 | -10 | 7 | COc1ccccc1CNC(=O)CCS(=O)(=O)c1ccc(Cl)cc1
0 | -0.2 | -8 | -4 | 1.2 | -3 | 4 | 11 | O=C(NCc1ccc2c(c1)OCO2)c1c(Cl)cccc1Cl
-1 | -0.8 | -2 | -8 | 0.95 | -7 | -4 | -83 | CCN1CCN(C(=O)c2ccc(Cn3c(=O)[nH]c4cc(OC)c(OC)cc4c3=O)cc2)CC1
2 | -1.7 | -15 | 7 | 1.3 | -1 | 0 | 4 | COc1ccc(C/C(C)=N/NC(=O)c2ccncc2)cc1
1 | -1.7 | -8 | 3 | 0.94 | 9 | 2 | 14 | CC(C)(C)C(=O)Nc1cccc(S(=O)(=O)NC2=NCCC2)c1
-1 | 2.3 | -13 | 5 | 1.1 | -2 | -10 | -82 | CCCC(=O)Nc1sc(-c2ccccc2)c(-c2ccccc2)c1C(=O)O
-2 | 0.7 | -6 | -12 | 1.5 | -1 | -14 | 1 | N#Cc1c(-c2ccccc2)c(-c2ccccc2)nn(CC(=O)NNC(=O)Nc2ccccc2)c1=O
1 | 0.5 | 4 | -9 | 0.95 | 0 | -3 | -13 | CC(C(=O)Nc1cc(C(F)(F)F)ccc1N1CCOCC1)N1C(=O)C2CCCCC2C1=O (stereo not given)
3 | 0.2 | -7 | -3 | 1.3 | -1 | -3 | 9 | CC(=O)N1CCN(c2ccc(NC(=O)c3ccccc3C)cc2)CC1
0 | -1.4 | 1 | -8 | 1 | -1 | -8 | 10 | CN(Cc1ccccc1)C(=O)CN(c1ccc(F)cc1)S(=O)(=O)c1ccc2c(c1)OCCO2
0 | -0.4 | 2 | -2 | 0.97 | -10 | -18 | 20 | O=C(NC1CCCC1)c1ncn[nH]1
2 | -1.0 | 1 | -9 | 1.1 | 4 | -9 | 10 | CCOP(=O)(OCC)/C(=C/N1CCCCC1)NC(=O)c1ccccc1
4 | 1.0 | -11 | 2 | . | 1 | . | 14 | CC(Cc1ccccc1)N(C)C(=O)CN1C(=O)c2ccccc2C1=O (stereo not given)

Compound activity: PubChem, Sanford-Burnham Center for Chemical Genomics
